Diaph act CS: diaphorase activation or chemical reduction counter-screen | Diaphorase/resazurin coupled assay, resorufin fluorescence, 16 min; hits give high values; 1 = vehicle wells, 0 = NADH-free wells | activation factor at 20 µM | hit rate 0.005% among 190,000 | AID 1229;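 active = diaphorase activity raised at least twofold by the compound at 20 µM; inactive = activation factor below 2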
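Test system: Clostridium kluyveri diaphorase, purified enzyme; input: enzyme 0.07 U/mL final; buffer or medium: 50 mM HEPES pH 7.4 with 4.542 mM MgCl2, 0.005% Tween 20; also added: 0.114 mM NADH and 0.1 mM resazurin, final amounts; schedule: 16 min enzyme reaction, ambient temperature; technique: fluorescence of resorufin, 544 nm excitation, 590 nm emission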
PMI act hi M6P: activators of human phosphomannose isomerase at near-saturating mannose 6-phosphate | AID 1216 | activation factor at 20 µM | P34949 | hit rate 0.34% among 190,000 | coupled PMI enzyme assay, resazurin fluorescence, 20 min; hits give high values; 1 = untreated enzyme, 0 = substrate-free blank;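 active = activation factor of 2 or more at 20 µM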
Target sequence (P34949 whole entry, looked up): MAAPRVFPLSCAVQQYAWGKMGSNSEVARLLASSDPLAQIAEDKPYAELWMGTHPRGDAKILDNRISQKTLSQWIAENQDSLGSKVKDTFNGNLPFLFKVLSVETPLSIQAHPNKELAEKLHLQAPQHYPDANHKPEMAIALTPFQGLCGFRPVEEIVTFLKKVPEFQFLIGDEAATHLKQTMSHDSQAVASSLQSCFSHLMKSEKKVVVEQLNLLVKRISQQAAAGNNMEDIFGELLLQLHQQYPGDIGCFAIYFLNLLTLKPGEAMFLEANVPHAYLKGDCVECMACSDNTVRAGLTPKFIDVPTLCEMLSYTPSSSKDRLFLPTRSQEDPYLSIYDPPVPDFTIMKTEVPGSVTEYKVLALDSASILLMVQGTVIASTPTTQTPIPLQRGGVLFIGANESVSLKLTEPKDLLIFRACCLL
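Material: human phosphomannose isomerase with PGI, G6PDH, diaphorase coupling enzymes. Quantity: 15 ng/mL PMI. Medium: HEPES pH 7.4 buffer with MgCl2 and Tween-20. Reagent: Near-saturating mannose-6-phosphate, 1.0 mM. Compound: 20 µM single dose. Times: enzyme reaction with compound 20 min at room temperature. Detection: resorufin fluorescence at Ex 544/Em 590 nm.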
S1P3 antagonist: S1P3 (human) receptor antagonism | Q99500 | CHO S1P3 NFAT-BLA reporter, FRET fluorescence, antagonist mode | inhibition, % at 4.98 µM | hit rate 0.27% among 170,000;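 active = inhibition above the plate cutoff, the mean inhibition of test wells on that plate plus 3 SD, cut at about 28% in these data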;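 note: cells challenged with S1P at its EC80 of 0.8 µM; blue over green emission ratio from cleaved BLA substrate after 4 h stimulation; 0% = S1P-stimulated wells and 100% = unstimulated DMSO-only wells; some compounds past the cut are filed as inactive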
ROMK mod: modulators of human ROMK potassium channel | Tet-inducible ROMK, thallium flux fluorescence; actives lie on both sides | B-score at 10 µM | hit rate 2% among 130,000;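 active = signal ratio slope over the read window, or its plate-corrected B-score, at least 3 SD from the plate mean, either direction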;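 note: B-score of the F/F0 ratio slope over 7 to 12 s after thallium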
Target sequence (P48048 whole entry, looked up): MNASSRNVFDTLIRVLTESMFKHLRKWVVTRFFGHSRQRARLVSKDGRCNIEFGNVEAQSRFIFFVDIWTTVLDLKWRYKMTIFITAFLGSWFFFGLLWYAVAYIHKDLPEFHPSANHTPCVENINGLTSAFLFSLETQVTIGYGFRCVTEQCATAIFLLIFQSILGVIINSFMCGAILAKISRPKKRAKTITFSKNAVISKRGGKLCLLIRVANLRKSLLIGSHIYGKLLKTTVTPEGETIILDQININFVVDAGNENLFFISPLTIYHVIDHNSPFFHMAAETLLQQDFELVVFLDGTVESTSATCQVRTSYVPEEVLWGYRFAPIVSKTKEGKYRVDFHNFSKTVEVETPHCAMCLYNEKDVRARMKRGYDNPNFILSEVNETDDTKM
PPARg SRC-1 ag: promotes SRC-1 coactivator recruitment by human PPARgamma; P37231; PPARgamma-SRC-1 coactivator recruitment biochemical assay; activation, % at 8 µM; hit rate 0.41% among 200,000; AID 631; in the data active = activation above about 19%;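 note: 0% = DMSO and 100% = reference agonist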
PPARg SRC3 recr: PPARgamma-driven SRC-3 recruitment agonism | P37231 | biochemical PPARgamma/SRC-3 coactivator recruitment assay | activation, % at 8 µM | hit rate 0.26% among 200,000 | AID 731; in the data active = activation above about 23%;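 note: 0% = DMSO and 100% = reference agonist; some compounds past the cut are filed as inactive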
G6PDH CS: L. mesenteroides G6PDH inhibition counter-screen. Purified L. mesenteroides G6PDH, diaphorase/resazurin coupled fluorescence, 45 min. inhibition, % at 5 µM. hit rate 0.12% among 200,000. AID 1020; in the data active = inhibition above about 50%
SRC2 TRFRET art: flags TR-FRET format artefacts in PPARgamma SRC-2 recruitment agonist screen; TR-FRET ratio at 8 µM; hit rate 0.4% among 200,000; AID 1049; TR-FRET artefact counter-screen; hits give high values; in the data active = TR-FRET ratio above about 2000; note: inactives centre near 1500
PMI act: increases human mannose-6-phosphate isomerase activity. AID 1214. activation factor at 20 µM. hit rate 0.005% among 190,000. purified human PMI, coupled resazurin fluorescence, 20 min; hits give high values; 1 = vehicle control, 0 substrate-free wells;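 active = activation factor of 2 or more at 20 µM, relative to plate controls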
PPARg SRC2 recr: promotes SRC-2 coactivator recruitment by human PPARgamma; P37231; PPARgamma LBD-SRC-2 recruitment, biochemical; activation, % at 8 µM; hit rate 0.34% among 200,000; AID 1032; in the data active = activation above about 22%;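 note: 0% = vehicle and 100% = reference agonist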
Diaph inh CS: diaphorase inhibition or chemical oxidation counter-screen | diaphorase resazurin-to-resorufin fluorescence, NADH, 16 min; bacterial (C. kluyveri) enzyme, not human | inhibition, % at 20 µM | hit rate 0.69% among 190,000 | AID 1217;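 active = primary screen inhibition at 20 µM above a set limit, cut at about 50% in these data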;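 note: plate controls were DMSO with full reaction for no effect and wells lacking NADH for full effect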
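Assay system: diaphorase enzyme from Clostridium kluyveri; Input: enzyme working solution with 0.14 U/mL diaphorase; Timing: 16 min at room temperature; Technique: resorufin fluorescence, excitation 544 nm, emission 590 nm; Benchmarks: positive control minus NADH, DMSO neutral control.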
The depositor's hits bear a star; . = not tested or not shown.

no.	SMILES	Diaph act CS	PMI act hi M6P	S1P3 antagonist	ROMK mod	PPARg SRC-1 ag	PPARg SRC3 recr	G6PDH CS	SRC2 TRFRET art	PMI act	PPARg SRC2 recr	Diaph inh CS
1	COc1cccc(CNCC(O)(c2ccc(Cl)cc2)c2ccc(Cl)cc2)c1	1	1	.	-0.777	-0.9	-6.2	-4.5	1664	0.9	-1.2	4.7
2	CCCc1nnc(SCC(=O)N2CCCCC2)n1CCCOC	1	1.1	.	.	-1.6	0.2	1.4	1474	1	-0.4	-1.8
3	COc1ccc(C=O)cc1COc1ccc(C)cc1[N+](=O)[O-]	1	1	.	.	4.3	-8.9	1.4	1357	1	-4.1	4.0
4	CCOc1ccc(-c2nc[nH]c2[N+](=O)[O-])cc1	1	1.1	2.2	-0.00455	2.0	-2.9	2.9	1544	1.1	3.0	4.5
5	N#CNC(=Nc1ccccc1)SCc1ccc(C(=O)O)cc1	0.9	1	-8.5	-0.979	6.4	0.9	12.4	1579	0.9	-1.2	13.0
6	Cc1cc(/C=C2\SC(=Nc3ccccc3)NC2=O)c(C)n1-c1ccc(S(N)(=O)=O)cc1	0.8	1.1	.	.	0.2	-5.3	5.8	1571	1	-1.0	20.5
7	Cc1ccc(S(=O)(=O)N2CCN(S(=O)(=O)c3ccc(C)cc3)C3OCCOC32)cc1 (centres undefined)	0.9	1	11.4	-0.00263	3.0	-2.0	-1.7	1687	1	7.0	8.0
8	Oc1c(CN2CCOCC2)cc(-c2ccccc2)cc1CN1CCOCC1	0.9	1	-18.8	0.815	5.6	1.4	4.9	1465	1	7.5	7.5
9	Cc1ccc(NS(=O)(=O)c2ccc(N/N=C/c3ccncc3)c([N+](=O)[O-])c2)c(C)c1	0.8	0.9	-5.7	0.522	-4.4	1.0	-3.7	1599	0.9	9.1	16.7
10	CC(C)(C)n1ncc2c(=O)n(CC(=O)N3CCCCCC3)cnc21	0.9	0.9	-8.7	.	-4.3	7.1	4.9	1383	1.1	-4.0	12.5
11	O=C(Nc1ccc(C(=O)O)cc1)Nc1ccc(F)cc1F	1	1.1	-3.6	0.00506	11.4	0.1	12.6	1570	1.1	-1.7	2.4
12	COc1ccc(NC(=O)c2ccc(-c3ccccc3Cl)o2)cc1	1	1	-2.6	1.12	3.7	2.4	11.8	1483	0.9	6.3	4.4
13	Cc1ccc(C2CC(C(F)(F)F)n3nc(C(=O)NCc4c(C)nn(C)c4C)c(Cl)c3N2)cc1 (centres undefined)	0.9	1	8.7	-2.34	4.3	0.3	4.8	1593	1.1	7.9	11.1
14	CCCN1CCC(NC(=O)Nc2ccc(F)cc2F)CC1	0.9	1	9.2	-0.364	6.3	1.7	1.0	1402	1	14.9	7.1
15	COC(=O)CSc1nnc(CNC(=O)c2cc(OC)cc(OC)c2)n1-c1ccc(F)cc1	1	1.1	-1.5	0.361	6.4	2.1	2.2	1635	1.1	4.4	1.2

Next section; the last 5 above are carried over.
no.	SMILES	Diaph act CS	PMI act hi M6P	S1P3 antagonist	ROMK mod	PPARg SRC-1 ag	PPARg SRC3 recr	G6PDH CS	SRC2 TRFRET art	PMI act	PPARg SRC2 recr	Diaph inh CS
11	O=C(Nc1ccc(C(=O)O)cc1)Nc1ccc(F)cc1F	1	1.1	-3.6	0.00506	11.4	0.1	12.6	1570	1.1	-1.7	2.4
12	COc1ccc(NC(=O)c2ccc(-c3ccccc3Cl)o2)cc1	1	1	-2.6	1.12	3.7	2.4	11.8	1483	0.9	6.3	4.4
13	Cc1ccc(C2CC(C(F)(F)F)n3nc(C(=O)NCc4c(C)nn(C)c4C)c(Cl)c3N2)cc1 (centres undefined)	0.9	1	8.7	-2.34	4.3	0.3	4.8	1593	1.1	7.9	11.1
14	CCCN1CCC(NC(=O)Nc2ccc(F)cc2F)CC1	0.9	1	9.2	-0.364	6.3	1.7	1.0	1402	1	14.9	7.1
15	COC(=O)CSc1nnc(CNC(=O)c2cc(OC)cc(OC)c2)n1-c1ccc(F)cc1	1	1.1	-1.5	0.361	6.4	2.1	2.2	1635	1.1	4.4	1.2
16	Cc1cc2nc(-c3ccc(SCC(=O)N4CCOCC4)nc3)[nH]c2cc1C	1	1	.	-0.769	3.9	-0.4	-34.6	1584	0.9	5.7	-0.2
17	O=C(/C=C/c1ccc(F)cc1)N1CCN(c2ccccn2)CC1	1	1	-6.2	.	7.8	-0.8	6.6	1430	0.9	-0.9	1.0
18	N#Cc1c(NC(=O)CSc2nc(N)cc(=O)[nH]2)sc2c1CCCCCC2	0.9	0.8	8.5	.	-1.5	-7.4	-40.3	1649	0.9	3.9	9.9
19	CCNC(=O)N1C(CC(=O)OCC)C(=O)NC2CCCCC21 (centres undefined)	0.9	0.9	2.1	.	0.6	-12.7	3.4	1521	0.9	-1.9	10.4
20	CNC(=O)CSc1nnc(C(C)C)n1C	0.8	0.9	-14.4	0.172	10.0	3.9	15.6	1621	0.9	9.2	21.5
21	COc1ccc(CNCC(O)(c2ccc(Cl)cc2)c2ccc(Cl)cc2)cc1	0.9	1	.	-1.08	-3.6	-5.2	-2.3	1321	0.9	-0.2	5.4
22	COc1ccc(-n2nc3c(c2NC(=O)C24CC5CC(CC(C5)C2)C4)CS(=O)C3)cc1 (centres undefined)	1	1.1	2.1	.	0.0	9.5	1.7	1660	1.1	0.0	-2.2
23	CCOC(=O)C1C(=O)OC2(CCOC(C)(C)C2)C1C(=O)OCC (centres undefined)	0.9	1	3.2	0.973	2.3	-16.0	21.6	1529	1	-11.8	6.1
24	Cc1nc(-c2ccc(NC(=O)c3ccccc3C)cc2)cs1	0.9	1	19.9	0.169	3.5	-1.4	17.8	1583	1	4.3	10.2
25	Cc1ccc(NC(=O)CN(C)S(=O)(=O)c2cccc3cccnc23)cc1	0.7	0.8	1.1	.	7.5	10.5	1.7	1604	0.9	1.0	26.1
26	CC(C)OC(=O)c1c(N)n(CCCN2CCOCC2)c2nc3ccccc3nc12	0.9	1	.	1.09	2.6	6.0	4.6	1489	1	7.0	5.9
27	O=C(Cc1ccc(F)cc1)N1CCN=C1SCc1cccc([N+](=O)[O-])c1	0.9	1.1	-7.3	0.188	8.7	0.5	2.5	1502	1	-3.2	9.0
28	CCOC(=O)C1=C(O)C(=O)N(CCCn2ccnc2)C1c1ccc(C)cc1 (centres undefined)	1	0.9	-7.9	-0.861	10.0	2.5	12.0	1731	0.9	0.8	-3.4
29	COC(=O)c1cc(F)c(-n2cncn2)c(F)c1	1	1	.	.	6.2	-0.3	6.7	1618	1	12.0	-0.9
30	CN(C=O)CP(=O)(O)CN1CCCCC1	1.1	1.1	.	.	-0.3	-7.3	1.4	1421	1	-2.3	-5.0
31	N#Cc1c(Cl)c(Cl)c2nnc(-c3ccc(Br)cc3)n2c1Cl	0.8	0.8	.	.	2.2	0.2	8.6	1706	0.9	8.2	19.5
32	Oc1oc(-c2ccccc2)nc1C=Nc1cccc2ccccc12	0.6	0.7	.	.	6.2	4.2	-45.8	1709	0.7	0.6	38.4
33	Cc1cc(C)cc(Nc2c(F)c(F)c(F)c(F)c2C(=O)O)c1	1	1.1	2.9	0.224	13.8	5.0	17.5	1676	1.2	8.6	2.8
34	COC(=O)c1[nH]c(C)c(/C(O)=C2\C(=O)C(=O)N(CCN3CCOCC3)C2c2ccccc2OC)c1C (centres undefined)	0.8	0.9	.	0.858	-1.5	-4.7	4.5	1371	1	4.9	24.8
35	COc1ccc2c(c1)c(=O)oc1c(C)c(OCC(=O)N3CCc4ccccc4C3)ccc12	0.9	0.9	.	0.484	0.8	0.1	3.2	1376	0.9	-5.6	14.8
36	CCc1c(C)nc2c(C)cccc2c1SCCC#N	0.9	1.9	19.1	-0.568	1.4	7.8	6.0	1701	1.6	5.9	6.7
37	S=C(NCCCn1ccnc1)Nc1cccc(Cl)c1	0.9	0.9	-4.6	-0.0413	3.3	1.7	5.5	1585	0.9	4.4	7.7
38	COc1ccc(Br)cc1S(=O)(=O)Nc1cccc(C)n1	0.9	1	-8.4	0.292	-2.7	1.9	3.3	1609	1	2.1	13.0
39	CCOc1cc(S(=O)(=O)n2c(C)nc3ccccc32)ccc1F	0.7	1	-10.1	0.0139	1.2	0.3	-2.8	1473	1	1.0	25.3
40	C[C@H](NC(=O)[C@@H]1CCC(=O)N1Cc1ccco1)c1ccccc1	1	1.1	3.0	-0.376	8.7	4.5	3.6	1713	1	2.5	1.7
41	COC(=O)c1cc(NC(=O)CN2CCC(C(N)=O)(N3CCCCC3)CC2)cc(C(=O)OC)c1	0.9	0.9	-48.3	.	-1.4	-7.6	-7.4	1390	0.8	2.6	14.7
42	CCCOc1ccc(/C=N/Nc2ccccc2[N+](=O)[O-])c(O)c1	0.9	0.9	-4.6	0.426	6.2	-0.3	20.3	1698	1	3.1	7.5
43	CC1(C)Cc2c(sc3c2c(=N)n(Cc2ccco2)c(=O)n3Cc2ccc(F)cc2)CO1	0.9	1	.	.	6.0	0.3	9.4	1602	0.9	10.0	11.9
44	CCOc1ccc(S(=O)(=O)N(CC(=O)N/N=C/c2ccc(-c3ccc([N+](=O)[O-])cc3)o2)c2ccccc2)cc1	0.4	1	.	-0.0768	-3.6	-2.2	6.7	1511	0.4	4.1	61.7*
45	CC(C)NCC(O)COc1ccc2c(c1)CCC2 (centres undefined)	0.9	0.9	-6.3	-0.208	-5.7	0.2	2.6	1468	0.9	-1.6	13.4
46	CCN1CCN(c2nc3c(c(=O)[nH]c(=O)n3C)n2CCSc2nc3ccccc3s2)CC1	0.8	0.9	-0.5	.	6.0	8.6	15.0	1548	0.9	15.6	23.8
47	CCOC(=O)c1sc2nc(C)nc(NCCc3ccccn3)c2c1C	1	1	-18.1	-1.09	8.8	4.0	-2.7	1612	1	-0.3	2.8
48	CC(C)(C)C(=O)NC(=S)Nc1ccccc1C(=O)NC1CCCCC1	0.9	1.1	10.8	-0.797	2.4	-4.5	11.8	1560	1	4.6	6.5

Screens: PubChem, several laboratories
